Screening data deposited in PubChem by several laboratories.
HSP90 refold inh: blocks HSP90-mediated luciferase refolding in reticulocyte lysate. Rabbit reticulocyte lysate, luciferase refolding luminescence, 3 h. inhibition, % at 5.6 µM. hit rate 0.91% among 290,000;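 active = inhibition above the screen-wide mean plus 3 SD, computed separately per campaign, cut at about 16% in these data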;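 note: 0% = DMSO wells and 100% = 60 µM geldanamycin wells; inhibitors lower the luminescence because luciferase stays unfolded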
KLF5 inhibitor: inhibitors of KLF5 expression; DLD-1 KLF5 promoter-luciferase reporter, luminescence; inhibition, % at 5 µM; hit rate 0.23% among 290,000; AID 1700;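 active = inhibition above a per-plate limit of that plate's mean compound inhibition plus 3 SD, cut at about 60% in these data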;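 note: 0% = DMSO wells and 100% = LY294002 at 200 µM; higher means less KLF5 promoter-driven luciferase light; inactives centre near -14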
IEC-6 tox: IEC-6 cytotoxicity, counter-screen for KLF5 inhibitors; luminescence viability; inhibition, % at 5 µM; hit rate 0.78% among 290,000; in the data active = inhibition above about 22%;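 note: 0% = plate median of test compound wells and 100% = cytotoxic reference compound wells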
HIF act: HIF pathway transcriptional activation | U2OS HRE-luciferase reporter, luminescence; normalized: DMSO 0%, desferrioxamine 100% | activation, % at 7.5 µM (by protocol) | hit rate 0.32% among 300,000 | AID 1910;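 active = mean activation of at least 10% of the iron chelator positive control signal, with at least half of replicates also reaching 10%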
AI-2 QS modul: modulates the Vibrio harveyi AI-2 quorum sensing system | hit rate 0.4% among 300,000 | activity change, % at 7.5 µM | Vibrio harveyi JMH597 AI-2 luminescence/OD600 ratio, 9 h; stronger effect = lower value; strain lacks LuxN and CqsS sensors; 0 = neutral-control median; in the data active = activity change below about -75%, passing the limit was not always enough;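 note: luminescence divided by OD600 gain over 9 h not by final OD600 alone; inactives centre near 13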
Platelet DG rel: modulates dense granule release in human platelets. human platelet-rich plasma, SFLLRN dense granule ATP release, luminescence. inhibition, %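 (compounds screened at 7.5 µM in platelet-rich plasma)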. hit rate 0.22% among 300,000;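 active = mean replicate score, as percent of positive control, at or above 50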
HSF1 inh: HSF1 inhibition | NIH3T3-HGL HSE-luciferase, MG132-induced, luminescence 8 h; stronger effect = lower value | activity change, negative = inhibition, % at 7.5 µM (by protocol) | hit rate 0.77% among 300,000 | AID 2098;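 active = more than half of replicate wells show activity change below -50%, luminescence cut by over half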;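 note: luciferase reports HSF-1 transcriptional activity via heat shock element; 0% = median of DMSO wells and -100% = zero luminescence signal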
aSyn 5UTR inh: MLPCN primary screen, SNCA 5' untranslated region | alpha-synuclein 5'UTR reporter, inhibitor activity | inhibition, % (tested at 7.5 µM) | hit rate 0.82% among 300,000 | AID 1813; in the data active = inhibition above about 60%;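 note: H4 neuroglioblastoma cells stably carrying SNCA 5'UTR luciferase fusion; 0% = DMSO wells and 100% = positive control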
HSF1 activator: increases HSF-1 driven luciferase reporter signal. AID 504408. activation, % at 9 µM. NIH3T3-HGL HSF-1 luciferase reporter, MG132, 8 h; 100% = twice DMSO control signal. hit rate 1.7% among 300,000;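 active = mean replicate activation of at least 50% with a set share of replicates each reaching 50%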;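 note: 0% = median of the neutral control wells and 100% = twice that signal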
SKKanGAS inh: blocks kanamycin growth of S. pyogenes SKKanGAS strain | BacTiter-Glo, 6 h | inhibition, % at 7.5 µM | hit rate 1.3% among 300,000 | AID 1662;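 active = mean replicate score, as percent of positive control median, at least 50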;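 note: strain carries kanamycin resistance gene driven by streptokinase promoter and grows in 40 µg/ml kanamycin; loss of luminescence reflects streptokinase promoter inhibition or plain growth inhibition; 0% = median of DMSO wells and 100% = positive control at its reference dose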
* = called active by the depositor; . = no result given.

Second line of a record – HSP90 refold inh, KLF5 inhibitor, IEC-6 tox, HIF act, AI-2 QS modul, Platelet DG rel, HSF1 inh, aSyn 5UTR inh, HSF1 activator, SKKanGAS inh
COc1cc(/C=C2/NC(=O)N(c3cccc(Cl)c3)C2=O)ccc1O
  3, -40, 21, -0.1, 8, 0, 17, -10, 25, 1
C/C(=N\NC(=O)c1ccc(Cl)cc1)c1ccccn1
  3, 33, 23*, -4.8, -33, 6, 5, -63, 18, 87*
COc1ccc(C(=O)Nc2cccc(-c3nc4ncccc4o3)c2C)cc1OC
  -3, 6, -1, 0.5, 11, -12, 4, -13, -1, 1
OC(CN1CCN(Cc2ccccc2)CC1)c1ccc(F)cc1 (stereo unspecified)
  -6, 5, -1, 0.6, 37, -1, -3, -6, -6, -1
CCOc1ccccc1C1C(C#N)=C(N)Oc2cc(C)n(Cc3ccccn3)c(=O)c21 (stereo unspecified)
  4, -20, 7, 0.5, 11, -3, -5, -18, 13, -7
O=C(/C=C/c1ccccc1Cl)N1CCOCC1
  -1, -43, -2, 1.3, 11, 18, -4, -37, 1, -3
C/C(=N/NC(=O)c1cccs1)c1ccco1
  6, -34, 4, 1.7, 5, 18, 14, -100, 56*, 3
O=C(NCC1CCCO1)C(c1ccco1)N(Cc1ccc(F)cc1)C(=O)CN1C(=O)c2ccccc2S1(=O)=O (stereo unspecified)
  1, -24, -2, 0.3, 10, 1, 1, 2, -10, -3
N#Cc1c(-c2cccnc2)cc(-c2ccccc2)nc1N
  -6, 8, 4, -0.7, 12, -5, 0, 17, -9, -5
CC1(C)COC(/C=C/c2cccc([N+](=O)[O-])c2)=N1
  2, -11, 7, -0.1, 9, 0, 22, -37, 35, 7
Cc1ccc(C(=O)/C=C/c2cn(CN3CCN(C)CC3)c3ccccc23)cc1
  5, -172, 5, 3.2, -4, 1, 25, -231, 60*, -7
Cn1c(=O)cc(OCC(=O)Nc2ccccn2)c2ccccc21
  7, -20, 1, -0.4, 9, -4, -4, 11, 19, 5
CC(=O)NC1(C2CCCCC2=O)CCCCC1 (stereo unspecified)
  -1, 18, 3, -0.3, 32, 0, -5, -3, 10, 4
CNS(=O)(=O)c1cccc(C(=O)OC2CCOC2=O)c1 (stereo unspecified)
  3, -17, 0, -0.3, 15, 0, -6, -18, 3, -6
O=C1C2C3C=CC(C4CC34)C2C(=O)N1CCc1ccccc1 (stereo unspecified)
  4, -37, -3, 1.7, 9, 8, 1, -57, 9, 1
O=C(O)c1ccc(NS(=O)(=O)c2cccc(C(=O)Nc3ccc([N+](=O)[O-])cc3)c2)cc1
  1, -36, 0, 0.1, 23, -1, 0, -13, -6, -1
CC(C)CC(=O)N1CCN(C(=O)c2ccc(F)cc2)CC1
  -6, -41, -1, -0.4, 19, 2, 3, 0, 6, 0
O=C(NCc1cccnc1)c1ccc(-c2cc(Cl)ccc2Cl)o1
  2, 0, 1, 0.2, 0, 0, -2, -36, 4, -13
Cc1ccc(C)c(C(=O)COc2ccccc2[N+](=O)[O-])c1
  3, -21, -2, 0.2, 14, -2, 0, -57, 7, 6
CN(C)C1N(C(=O)c2ccccc2)N=C2c3ccccc3S(=O)(=O)N21 (stereo unspecified)
  1, 2, -4, -0.3, 4, 6, -4, 5, 4, 4
CC(=O)c1ccc(NC(=O)c2cn(-c3ccccc3)nc2-c2ccncc2)cc1
  4, 23, 11, -0.3, 5, -2, 3, -15, 25, -5
CCOC(=O)CCC(=O)N1CCOCCN(C(=O)CCC(=O)OCC)CCOCC1
  -4, 11, 4, -1.4, 15, ., 1, 19, -6, 2
Cc1occc1C(=O)N1CCN(C(=O)C2CCCO2)CC1 (stereo unspecified)
  -3, -8, -5, -0.4, 10, 0, 1, 3, 7, 0
CC(C)c1ccc(OCC(O)CN2CCCC2)cc1 (stereo unspecified)
  -1, -48, -1, 0.4, 23, 4, -2, 0, 2, -5
CC(C)=CC(=O)Nc1nnc(-c2ccccc2)s1
  -4, -5, -2, 3.7, 11, -1, 16, -187, 49, -6
COC(=O)c1ccc(CSc2ncnc3c2nnn3-c2ccc(OC)cc2)o1
  2, -7, -4, 0.4, 15, 4, ., 1, ., 21
COc1ccc(CCNC(=O)COc2cc(=O)n(C)c3ccccc23)cc1OC
  -3, -24, 3, -0.1, 10, -4, 3, 26, 12, -5
COc1ccc(NC(=O)CSc2nc3sc4c(c3c(=O)n2-c2ccc(OC)cc2)CCN(C)C4)cc1
  7, -4, -7, 2.0, 15, -1, 2, -8, 26, 0
Cc1cc(C(=O)c2ccccc2)c(NC(=O)CCl)s1
  6, -1, 0, 1.0, 21, 12, 21, 36, 49, -2
COc1cccc(N2CCN(CC(=O)Nc3nc(C)c(C(=O)N(C)C)s3)CC2)c1
  3, -5, -1, 0.4, 18, 8, 0, 14, -3, 6
O=C(NCCCN1CCOCC1)C(=O)c1c[nH]c2ccccc12
  -4, -17, -4, 1.9, ., 12, -3, -11, -5, -12
COc1ccc(C(=O)Nc2cc3c(cc2Cl)OCCCO3)cc1
  -2, -227, 2, 1.9, 15, 2, 39, -148, 53*, -3
CCOCCCNCc1cccc(OC)c1
  -2, 4, -4, -0.5, 19, -6, -11, 20, -2, -9
COc1ccc2cc(Br)ccc2c1CC(=O)NC1CC(C)(C)NC(C)(C)C1
  7, -32, -2, -1.1, 6, 5, -5, -1, -5, 4
CCN(CC)CCSc1nc2ccccc2c(=S)n1-c1ccccc1
  3, -36, 4, -0.1, -1, -3, -3, -24, -2, -7
O=C(c1ccccn1)N1CCN(c2ccc(C(F)(F)F)cn2)CC1
  3, -31, 2, 0.4, 11, -1, -2, 6, 3, 6
COc1cc(NC(=S)NCCCO)c(OC)cc1Cl
  -2, -36, 1, -0.1, 6, -8, -1, -16, 34, -8
CC(NC(=O)CCN1C(=O)c2ccccc2C1=O)c1ccccc1 (stereo unspecified)
  -6, -18, -7, -11, -16, 3, -2, -7, 17, -3
O=C(c1ccccc1)N1CCN(CC(O)COc2ccc(Br)cc2)CC1 (stereo unspecified)
  2, -13, 0, -0.2, 7, 2, 1, 16, 35, -1
CN1CCN(C(=O)C2CCCN(S(=O)(=O)c3ccc(Cl)cc3)C2)CC1 (stereo unspecified)
  1, -4, -3, -0.2, 0, -5, -3, -23, -4, -8
CCCCOCCCNC(=O)c1ccccc1OCC
  30*, -52, 0, ., 11, 6, -6, 6, -8, -10
Cc1nn(CC(=O)Nc2ccccn2)c(C)c1Br
  -1, -1, 2, -0.4, 11, -2, 0, 4, 6, 3
COc1cccc2cc(-c3nnc(SCC(=O)NCc4ccccc4)n3C)oc12
  2, 2, -9, 0.0, 4, -5, -2, 14, 2, -4
COC(=O)c1c(C(=O)OC)c(-c2ccc(C(C)(C)C)cc2)n2c1CS(=O)C2 (stereo unspecified)
  -3, 5, 2, -0.1, 30, 6, -8, 1, 2, 8
CNC(=S)NNC(=O)Cc1ccc(OC)cc1
  -1, -27, 3, 0.3, 21, -1, -1, 4, 14, 8
CC(=O)Nc1ccc(N(C(=O)Cc2c[nH]c3ccccc23)C(C(=O)NC2CCCCC2)c2ccco2)cc1 (stereo unspecified)
  2, -16, -4, -0.7, 14, -7, 0, -9, -2, -9
O=CN1CCN(C(C(=O)NC2CCCCC2)c2ccc(Cl)cc2)CC1 (stereo unspecified)
  ., ., ., -1.1, 24, 10, 9, -8, 4, -6
O=C1c2ccccc2C(=O)C1(CO)c1ccc(OC(F)F)cc1
  2, -96, 8, -0.3, 10, 16, 5, -31, -11, 5
CCC(=O)N1CCc2cc(Br)cc(S(=O)(=O)CCC(=O)NCCOC)c21
  3, -44, -4, 0.3, 13, -2, 0, 2, -4, -2
CC(=O)Oc1ccc(CC(C(=O)O)N2C(=O)c3ccccc3C2=O)cc1 (stereo unspecified)
  -2, -14, 3, -1.2, 23, 0, -11, -17, 1, 0
CCN1C(=O)N[C@H](c2ccc(Br)cc2)C(C(C)=O)=C1C
  -4, 8, 0, -0.7, 2, 2, 15, -6, 13, 4
COc1ccc2c(C)cc3n[nH]c(=S)n3c2c1
  3, -12, -4, -0.1, 2, -1, -3, -16, 12, -1
CCN(CC(=O)Nc1c(F)cccc1F)C(=O)c1ccc2ccccc2n1
  ., ., ., 0.4, 8, -1, 7, 10, 22, -2
NS(=O)(=O)c1cc([N+](=O)[O-])ccc1NCc1cccnc1
  11, 10, 0, 0.1, -1, 4, 1, 22, -15, 1
Cc1cc(-c2nnc(SCc3ccccn3)o2)no1
  1, -19, 0, 1.2, -6, 3, 4, -58, 14, 0
O=C(COC(=O)/C=C/c1cccc(F)c1)Nc1ccc2[nH]c(=O)[nH]c2c1
  ., ., ., 0.0, 10, ., 2, 5, 8, 4
CCN(CC)C(=O)CSc1nc(OC)cc(=O)[nH]1
  0, -3, -8, 0.6, 3, -2, -6, 8, 1, 5
NC(=O)c1ccc(NCCCN2CCOCC2)c([N+](=O)[O-])c1
  -1, -6, -5, -0.4, 6, 9, 4, -3, 10, 1
Cc1ccc(S(=O)(=O)CC(=O)c2ccc3c(c2)OCCO3)cc1
  3, -22, 4, 1.3, -38, 0, 6, -70, 10, 3
O=C(c1cc2ccccc2oc1=O)N(Cc1cccs1)CC1CCCO1 (stereo unspecified)
  9, -27, -3, -0.3, -10, -5, 6, -3, 21, -2
CCOC(=O)c1ccc(COC(=O)c2cc(=O)[nH]c3ccccc23)o1
  10, 6, -2, 0.1, 6, -1, -4, 7, -18, -8
O=C(NNS(=O)(=O)c1ccc(Br)cc1)c1ccccc1-n1cccc1
  0, -6, 6, 0.0, 3, -1, -4, 18, -19, 0

Outcome played no part in choosing rows; about 6% have a hit in one of these screens.
